GASC1 inh: inhibitors of GASC-1 (KDM4C) histone demethylase, primary screen, biochemical, single concentration HTS. AID 720574, 2013. hit rate 0.15% among 96,000. inhibition, % at 12.5 µM. GST-KDM4C 2-372, H3K9me3 peptide, LANCE TR-FRET;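 active = mean replicate inhibition above about 25%, with at least 55% of replicates also reaching it, limit read from the data, passing the limit was not always enough; inconclusive = only one of those two conditions met; inactive = neither condition met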
Target sequence (Q9H3R0 2-372 limits assumed): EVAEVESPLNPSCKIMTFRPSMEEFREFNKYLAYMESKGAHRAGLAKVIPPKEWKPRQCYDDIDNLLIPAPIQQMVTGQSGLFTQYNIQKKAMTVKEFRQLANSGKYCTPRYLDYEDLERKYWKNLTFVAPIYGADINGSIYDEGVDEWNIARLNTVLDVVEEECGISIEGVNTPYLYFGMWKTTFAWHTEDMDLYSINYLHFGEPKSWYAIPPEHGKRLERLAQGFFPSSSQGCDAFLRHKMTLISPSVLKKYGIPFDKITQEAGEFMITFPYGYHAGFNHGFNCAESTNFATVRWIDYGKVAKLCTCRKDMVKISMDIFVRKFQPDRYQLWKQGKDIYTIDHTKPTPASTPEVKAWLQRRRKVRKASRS
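System: N-terminal GST-fused human GASC-1 (KDM4C) fragment, residues 2-372; amount: enzyme final amount 10 nM; incubation: reaction 30 min RT, detection step 1 h RT; medium: HEPES buffer, pH 7.5, plus ascorbate; technique: LANCE TR-FRET, Eu antibody, ULight-streptavidin, EDTA, ex 340 nm, em 618/671 nm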
Pf Dd2 growth: P. falciparum Dd2 growth inhibitors, primary screen, SYBR Green fluorescence, single dose replicates; 72 h; active compounds read low; AID 1159554, 2015; hit rate 2.3% among 94,000; activity change, % at 10 µM; in the data active = activity change below about -80%; inconclusive = no clear call, values can overlap the other calls
C diff HTS: C. difficile growth inhibitors, primary screen, HTS | growth activity, negative = inhibition, % at 16 µg/mL (by protocol) | AID 1259249, 2017 | Clostridium difficile clinical isolate growth, OD600, 24 h; active compounds read low | hit rate 0.25% among 86,000;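 active = mean growth activity at or below -80% and every replicate also at or below -80%; inconclusive = mean at or below -80% but some replicate above -80%; inactive = mean growth activity above -80%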;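 also: 0% = DMSO wells and -100% = levofloxacin 16 µg/mL wells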
T cruzi growth: T. cruzi intracellular proliferation inhibitors, primary screen, cell-based, beta-gal Tulahuen parasites, NIH3T3 host, luminescence | hit rate 5.9% among 77,000 | AID 624255, 2012 | T. cruzi beta-gal in NIH3T3, GalScreen luminescence, 90 h | inhibition, % at 8.34 µM;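 active = mean inhibition above about 93%, with at least 55% of replicates each passing it, limit read from the data, passing the limit was not always enough; inconclusive = only one of those two conditions holds; inactive = neither condition holds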
Active calls of the source: *; ? = inconclusive; / = not tested or not shown; & = joins results of further samples. Compounds as they come. Share with any hit: about 6.8%.

Sequence of screens: Pf Dd2 growth	GASC1 inh	T cruzi growth	C diff HTS
(1) O=C(CC1CC1)N1CC(=O)N2[C@@H](CO)[C@@H](c3ccc(C#Cc4cccc(F)c4)cc3)[C@@H]2C1
    14	-0.2	/	6
(2) CCCNC(=O)N[C@H]1C=C[C@H](CC(=O)N2CCN(C)CC2)O[C@H]1CO
    -2	1.7	-19	/
(3) O=C(c1ccccc1)N1C[C@@H]2[C@H](c3ccccc31)[C@@H](CO)N2C(=O)c1cccc(F)c1
    0	-2.3	-72	-3
(4) COc1ccccc1NC(=O)N1C[C@H](O)COC[C@@H]2O[C@@H](CC(=O)NCCc3ccncc3)CC[C@H]21
    /	1.4	-46	-7&-7
(5) C[C@@H]1CN([C@H](C)CO)C(=O)CCCn2nncc2CO[C@@H]1CN(C)S(=O)(=O)c1cccs1
    14	/	-48	/
(6) C[C@@H]1CN([C@H](C)CO)S(=O)(=O)c2ccc(C#Cc3ccc(F)cc3)cc2O[C@@H]1CN(C)C(=O)NC1CCCC1
    -50	-1.9	114*	16
(7) COc1cccc(S(=O)(=O)Nc2ccc3c(c2)[C@@H]2C[C@@H](CC(=O)N(C)C)O[C@@H](CO)[C@@H]2O3)c1
    -2	-2.9	7	0
(8) Cc1ccc(S(=O)(=O)Nc2ccc3c(c2)C(=O)N([C@@H](C)CO)C[C@H](C)[C@H](CN(C)S(=O)(=O)c2c(C)noc2C)O3)cc1
    -48	10	10	-1
(9) C[C@H](CO)N1C[C@H](C)[C@H](CN(C)Cc2ccc(C(F)(F)F)cc2)Oc2ccc(N(C)C)cc2C1=O
    -19	-1.9	66	0
(10) C[C@@H]1CN([C@H](C)CO)S(=O)(=O)c2ccc(Br)cc2O[C@@H]1CN(C)C(=O)c1cnccn1
    25	1.8	25	-2
(11) CC(C)NC(=O)N(C)C[C@@H]1Oc2ccc(NC(=O)CCN3CCOCC3)cc2CC(=O)N([C@@H](C)CO)C[C@H]1C
    23	0.1	/	-7
(12) O=C(C[C@H]1C=C[C@@H](NC(=O)NC2CCCCC2)[C@@H](CO)O1)NCc1ccccc1
    10	-1.8	-34	/
(13) COc1ccc(NC(=O)N(C)C[C@@H]2Oc3ncc(C#CCN(C)C)cc3C(=O)N([C@H](C)CO)C[C@H]2C)cc1
    23	5.0	/	0
(14) C/C=C/c1ccc([C@@H]2[C@@H](CO)N(C(C)=O)C23CN(C(=O)c2ccccc2)C3)cc1
    -35	0.5	/	-1
(15) CC(C)NC(=O)Nc1cccc2c1O[C@@H](CN(C)C(=O)Nc1ccccc1)[C@@H](C)CN([C@H](C)CO)C2=O
    9	3.6	9	3
(16) C/C=C/c1cnc2c(c1)C(=O)N([C@H](C)CO)C[C@H](C)[C@@H](CN(C)C(=O)Nc1cccc(OC)c1)O2
    7	0.0	30	-7
(17) CN(C)C(=O)c1cccc(-c2ccc([C@@H]3[C@H]4CN(C(=O)Cc5ccccc5)CC(=O)N4[C@H]3CO)cc2)c1
    -22	1.1	/	53
(18) CC(C)NC(=O)N(C)C[C@H]1OCCCC[C@H](C)Oc2ccc(NC(=O)Nc3ccc4c(c3)OCO4)cc2C(=O)N([C@H](C)CO)C[C@@H]1C
    -6	0.5	29	-5
(19) O=S(=O)(c1ccc(-c2ccccc2)cc1)N1C[C@@H]2N[C@H](C1)[C@@H]2c1ccc(-c2cccnc2)cc1
    ?	-0.7	/	3
(20) C[C@H]1CN([C@@H](C)CO)C(=O)c2cccc(NC(=O)c3ccc(-c4nccs4)cc3)c2O[C@H]1CN(C)Cc1ccc(C(=O)Nc2ccccc2N)cc1
    -91*	-0.9	98*	-5
(21) COc1ccc2c3c(n(C)c2c1)[C@H](CO)N(Cc1ccccn1)CC31CCN(Cc2ccccn2)CC1
    -61	0.3	/	6
(22) Cc1nn(C)cc1NC(=O)C[C@@H]1CC[C@H]2[C@H](COc3ccc(NC(=O)C(C)C)cc3C(=O)N2C)O1
    -16	6.3	51	1
(23) C[C@H]1CCCCO[C@H](CN(C)Cc2ccc(C(=O)O)cc2)[C@@H](C)CN([C@@H](C)CO)C(=O)c2cc(NC(=O)C3CCCCC3)ccc2O1
    4	1.7	7	-1
(24) COc1ccc(-c2ccc3c(c2)[C@@H]2[C@@H](CCN2C(=O)c2ccc4c(c2)OCO4)[C@H](CO)N3C)cc1
    -43	-2.2	92	10
(25) C[C@@H]1CN([C@@H](C)CO)S(=O)(=O)c2ccc(-c3cccnc3)cc2O[C@@H]1CN(C)Cc1cccnc1
    -3	-0.4	63	14
(26) C[C@@H]1CN([C@H](C)CO)C(=O)Cc2cc(NC(=O)NC3CCCCC3)ccc2O[C@@H]1CN(C)C(=O)Nc1ccc(C(F)(F)F)cc1
    -8	-1.7	-3	22
(27) C[C@@H]1CN([C@@H](C)CO)S(=O)(=O)c2ccc(/C=C/c3ccccc3)cc2O[C@H]1CN(C)C(=O)Nc1cc(F)ccc1F
    -71	-1.8	/	4
(28) Cc1noc(C)c1NC(=O)Nc1ccc2c(c1)CC(=O)N([C@@H](C)CO)C[C@@H](C)[C@@H](CN(C)S(=O)(=O)c1cccs1)O2
    2	-0.5	-11	1
(29) O=C(C[C@@H]1C=C[C@H](NC(=O)C2CC2)[C@@H](CO)O1)NCc1ccncc1
    15	1.4	/	-1
(30) O=C(C[C@@H]1C[C@@H]2c3cc(NC(=O)NC4CCCCC4)ccc3O[C@@H]2[C@H](CO)O1)NCCc1ccccc1
    10	-0.3	/	8
(31) C[C@@H]1CN([C@@H](C)CO)C(=O)c2cccc(NC(=O)Nc3ccc4c(c3)OCO4)c2O[C@@H]1CN(C)CC1CCCCC1
    -11	-1.0	38	4
(32) CN(C)C(=O)C[C@H]1CC[C@H]2[C@@H](COC[C@H](O)CN2C(=O)c2ccncc2)O1
    /	2.3	-64	-4&-4
(33) C[C@@H]1CN([C@@H](C)CO)C(=O)Cc2cc(NC(=O)CCN3CCOCC3)ccc2O[C@H]1CN(C)Cc1ccc(C(=O)O)cc1
    9	-2.4	13	8
(34) O=S(=O)(c1cccs1)N1CCCCN2[C@@H](CO)[C@@H](c3ccc(C4=CCCCC4)cc3)[C@@H]2C1
    -63	/	76	6
(35) COc1ccc(S(=O)(=O)N(C)C[C@H]2OCCCC[C@H](C)Oc3ccc(NC(=O)CCC(F)(F)F)cc3C(=O)N([C@@H](C)CO)C[C@H]2C)cc1
    -76	-1.2	58	7
(36) Cc1noc(C)c1S(=O)(=O)Nc1cccc2c1O[C@H](CN(C)C(=O)Nc1ccc(F)cc1)[C@H](C)CN([C@H](C)CO)C2=O
    1	-0.2	16	-3
(37) C[C@H]1CN([C@@H](C)CO)C(=O)Cc2cc(NS(=O)(=O)c3cn(C)cn3)ccc2O[C@@H]1CN(C)S(=O)(=O)c1ccc(F)cc1
    4	0.1	6	-6
(38) C[C@@H]1CN([C@@H](C)CO)C(=O)c2cccc(NC(=O)C3CC3)c2O[C@H]1CN(C)S(=O)(=O)c1ccccc1
    10	-1.6	-7	-2
(39) COc1ccc2c3c([nH]c2c1)[C@H](CO)N(CC1CC1)CC31CN(C(=O)NC2CCCC2)C1
    -18	0.0	/	5
(40) COc1ccc(S(=O)(=O)N(C)C[C@@H]2Oc3ccc(NS(=O)(=O)c4c(C)noc4C)cc3C(=O)N([C@H](C)CO)C[C@@H]2C)cc1
    -40	1.5	24	-8

3 structures already listed, sorted by SMILES length, falling:
Sequence of screens: Pf Dd2 growth	GASC1 inh	T cruzi growth	C diff HTS
(40) COc1ccc(S(=O)(=O)N(C)C[C@@H]2Oc3ccc(NS(=O)(=O)c4c(C)noc4C)cc3C(=O)N([C@H](C)CO)C[C@@H]2C)cc1
    -40	1.5	24	-8
(37) C[C@H]1CN([C@@H](C)CO)C(=O)Cc2cc(NS(=O)(=O)c3cn(C)cn3)ccc2O[C@@H]1CN(C)S(=O)(=O)c1ccc(F)cc1
    4	0.1	6	-6
(31) C[C@@H]1CN([C@@H](C)CO)C(=O)c2cccc(NC(=O)Nc3ccc4c(c3)OCO4)c2O[C@@H]1CN(C)CC1CCCCC1
    -11	-1.0	38	4

Continuation.
Sequence of screens: Pf Dd2 growth	GASC1 inh	T cruzi growth	C diff HTS
(41) C[C@H]1CN([C@@H](C)CO)C(=O)c2cccc(NC(=O)Nc3ccccc3)c2O[C@@H]1CN(C)CC1CCCCC1
    -25	4.8	68	4
(42) O=C(CC(F)(F)F)N1C[C@H]2[C@@H](c3ccccc31)[C@@H](CO)N2C(=O)Cc1cccnc1
    -6	0.0	-29	10
(43) C[C@@H]1CN([C@@H](C)CO)C(=O)c2cc(NS(=O)(=O)c3ccc(Cl)cc3)ccc2O[C@@H](C)CCCCO[C@@H]1CN(C)C(=O)Nc1ccc2c(c1)OCO2
    -71	15	56	-2
(44) C[C@H]1CN([C@@H](C)CO)C(=O)c2cc(NS(=O)(=O)c3ccc(Cl)cc3)ccc2O[C@H]1CN(C)Cc1ccc(Oc2ccccc2)cc1
    1	0.9	52	35
(45) OC[C@H]1[C@@H](c2ccc(-c3cccnc3)cc2)[C@@H]2CN(CC3CCOCC3)CCCCN12
    -45	/	-1	-7
(46) COCC(=O)N(C)C[C@H]1[C@H](c2ccccc2)[C@H](CO)N1C(=O)Cc1ccncc1
    5	2.5	15	3
(47) COCC(=O)N1[C@H](C(=O)Nc2ccccc2)[C@@H](CO)[C@@H]2Cn3c(ccc(-c4cccnc4)c3=O)[C@@H]21
    /	-2.2	-37	1
(48) Cc1ccc(S(=O)(=O)Nc2ccc3c(c2)CC(=O)N([C@@H](C)CO)C[C@H](C)[C@H](CN(C)Cc2ccc(Cl)c(Cl)c2)O3)cc1
    -7	-0.6	4	18
(49) C[C@@H]1CN([C@@H](C)CO)C(=O)c2cccc(NC(=O)Nc3ccc(F)cc3)c2O[C@H]1CN(C)C(=O)Nc1ccc2c(c1)OCO2
    -9	-0.3	65	6
(50) Cc1cccc(S(=O)(=O)NC[C@@H]2CC[C@H]3NC[C@H]3O2)c1
    2	/	/	-4

Retrieved by compound from above (three):
Sequence of screens: Pf Dd2 growth	GASC1 inh	T cruzi growth	C diff HTS
(49) C[C@@H]1CN([C@@H](C)CO)C(=O)c2cccc(NC(=O)Nc3ccc(F)cc3)c2O[C@H]1CN(C)C(=O)Nc1ccc2c(c1)OCO2
    -9	-0.3	65	6
(46) COCC(=O)N(C)C[C@H]1[C@H](c2ccccc2)[C@H](CO)N1C(=O)Cc1ccncc1
    5	2.5	15	3
(47) COCC(=O)N1[C@H](C(=O)Nc2ccccc2)[C@@H](CO)[C@@H]2Cn3c(ccc(-c4cccnc4)c3=O)[C@@H]21
    /	-2.2	-37	1

(more compounds)
Sequence of screens: Pf Dd2 growth	GASC1 inh	T cruzi growth	C diff HTS
(51) C[C@H]1CN([C@@H](C)CO)C(=O)Cc2cc(NS(=O)(=O)c3ccc(F)cc3)ccc2O[C@@H]1CN(C)S(=O)(=O)c1ccc(F)cc1
    -6	-2.6	13	0
(52) Cc1noc(C)c1NC(=O)N(C)C[C@H]1Oc2ncc(C#CC3CC3)cc2C(=O)N([C@H](C)CO)C[C@@H]1C
    25	0.7	30	/
(53) O=C(c1cccc(F)c1)N1CCCCN2[C@H](CO)[C@@H](c3ccc(C#CC4(O)CCCC4)cc3)[C@H]2C1
    21	-0.3	36	3
(54) CN(C)CC#Cc1ccc([C@H]2[C@@H](CO)N3CCCCN(C(=O)c4ccc5c(c4)OCO5)C[C@@H]23)cc1
    34	4.7	-7	-7
(55) C[C@H]1CCCCO[C@@H](CN(C)C(=O)Cc2ccccc2)[C@@H](C)CN([C@@H](C)CO)C(=O)c2cc(NC(=O)CCC(F)(F)F)ccc2O1
    -48	5.8	19	/
(56) COc1ccc(-c2ccc([C@@H]3[C@@H](C#N)N(C(=O)C4CCCC4)[C@H]3CO)cc2)cc1
    -21	-0.4	42	8
(57) O=C(CCN1CCCCC1)NCC[C@H]1CC[C@H](NC(=O)Nc2ccc(Cl)cc2)[C@H](CO)O1
    11	-0.4	-6	-2
(58) C[C@@H]1CCCCO[C@@H](CN(C)Cc2ccc(C(=O)O)cc2)[C@@H](C)CN([C@@H](C)CO)C(=O)c2cc(NC(=O)c3ccncc3)ccc2O1
    52	1.9	50	-1
(59) COc1ccc(S(=O)(=O)Nc2ccc3c(c2)C(=O)N([C@H](C)CO)C[C@H](C)[C@H](CN(C)S(=O)(=O)c2ccc(Cl)cc2)OCCCC[C@@H](C)O3)cc1
    -38	3.8	94	14
(60) Cc1cccc(-c2ccc([C@H]3[C@H](CO)N4C(=O)CN(C(=O)NC5CCCCC5)C[C@@H]34)cc2)c1
    12	-0.2	/	-32
(61) C[C@@H]1CN([C@H](C)CO)C(=O)c2cc(-c3ccccc3)cnc2O[C@H]1CN(C)C(=O)C1CCCCC1
    -61	-1.1	2	-7
